# Screens: PubChem, The Scripps Research Institute Molecular Screening Center
# GPR151 ag – activators of human GPR151 | Q8TDV0 | PathHunter beta-arrestin GPR151 cells, luminescence | activation, % at 11.2 µM | actives 1% (n = 650,000); in the data active means activation above about 4.9%;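 further: 0% = median of compound wells and 100% = cells with positive control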
# Target sequence (Q8TDV0 whole entry, looked up): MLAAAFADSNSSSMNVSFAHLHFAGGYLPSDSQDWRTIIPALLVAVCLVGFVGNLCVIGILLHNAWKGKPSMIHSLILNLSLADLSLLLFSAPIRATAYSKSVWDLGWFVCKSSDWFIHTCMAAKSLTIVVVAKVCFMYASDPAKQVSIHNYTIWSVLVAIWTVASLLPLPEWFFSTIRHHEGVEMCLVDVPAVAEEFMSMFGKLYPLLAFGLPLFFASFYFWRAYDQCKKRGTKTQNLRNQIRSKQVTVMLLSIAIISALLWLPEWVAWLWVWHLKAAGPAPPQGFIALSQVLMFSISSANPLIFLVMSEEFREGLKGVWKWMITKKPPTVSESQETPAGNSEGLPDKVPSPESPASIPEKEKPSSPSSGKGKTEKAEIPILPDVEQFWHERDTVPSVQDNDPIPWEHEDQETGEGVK
# TEAD-YAP block – TEAD-YAP interaction inhibition. HEK-TIYL cells, TEAD-Gal4/YAP UAS-luciferase luminescence. inhibition, % at 9.12 µM. actives 1.4% (n = 640,000); in the data active means inhibition above about 32%;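 further: 0% = median of test compound wells and 100% = reference inhibitor wells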
# MITF inh – inhibitors of human MITF; O75030; AlphaScreen MITF homodimerization, bead proximity signal; inhibition, % at 2.6 µM; actives 0.91% (n = 650,000); AID 1259374; in the data active means inhibition above about 50%;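 further: 0% = vehicle wells with protein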
# Target sequence (O75030 whole entry, looked up): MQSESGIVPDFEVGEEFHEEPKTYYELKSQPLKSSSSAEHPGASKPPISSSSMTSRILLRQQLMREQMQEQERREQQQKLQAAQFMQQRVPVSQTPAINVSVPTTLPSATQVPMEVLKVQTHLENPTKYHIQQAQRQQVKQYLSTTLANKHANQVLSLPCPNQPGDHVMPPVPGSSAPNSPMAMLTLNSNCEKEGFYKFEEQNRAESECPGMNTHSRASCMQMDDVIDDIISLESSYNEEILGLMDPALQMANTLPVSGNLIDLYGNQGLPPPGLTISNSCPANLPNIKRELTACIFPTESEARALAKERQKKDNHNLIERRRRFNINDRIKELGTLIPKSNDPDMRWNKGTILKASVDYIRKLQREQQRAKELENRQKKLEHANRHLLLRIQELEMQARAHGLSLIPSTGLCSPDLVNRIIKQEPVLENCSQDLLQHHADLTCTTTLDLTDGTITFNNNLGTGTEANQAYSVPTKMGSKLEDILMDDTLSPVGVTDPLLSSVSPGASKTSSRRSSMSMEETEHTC
# FBW7 act – activators of human E3 ligase FBW7; AlphaScreen FBW7–phospho-cyclin E peptide binding, activator screen; normalized activity (activation), % at 26.1 µM; actives 0.13% (n = 650,000); in the data active means normalized activity above about 1.9%;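 further: purified mutant Fbw7 with reduced substrate affinity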
# Numbers without * were called inactive; x = no result given.
# Value order: GPR151 ag	TEAD-YAP block	MITF inh	FBW7 act
CCCC(=O)NC(c1cccc([N+](=O)[O-])c1)c1ccc2cccnc2c1O (stereo not drawn)
    1.0	66*	31	-2.0
CCC1(CC)NC(=S)N(Nc2ccccc2)C1=O
    -0.3	-2	0	0.0
O=c1oc(-c2ccc(Br)cc2)nc2scc(-c3ccc(-c4ccccc4)cc3)c12
    1.3	3	-12	0.0
COc1ccccc1C(=O)Nc1ccc(N2CCN(C(=O)c3ccccc3)CC2)cc1
    -0.3	2	15	1.9
CC(=O)c1cccc(NC(=S)N2CCN(c3ccccn3)CC2)c1
    1.6	2	14	-0.1
COC(=O)C1=C(NC(=O)c2ccc(Cc3ccccc3)cc2)CCS1
    -0.6	-22	17	0.3
COc1cccc(-c2cc3nc(C)cc(NCCN4CCOCC4)n3n2)c1
    1.0	0	6	-0.1
COc1ccc(OC)c(N2CC(O)(c3ccc(OC)c(OC)c3)[N+]3=C2SCCC3)c1 (stereo not drawn)
    5.4*	0	-6	0.0
C=CCN(C(=O)Cn1ncc2c1-c1cc(C)ccc1OC2)c1ccccc1
    -0.6	-4	-9	-0.6
C/C(CC(=O)Nc1ccc2c(c1)OCCO2)=N\NC(=O)c1ccc2ccccc2c1
    -0.9	18	9	-0.1
O=C(NNC(=O)C1COC2C=CC=CC2O1)C1COc2ccccc2O1 (stereo not drawn)
    -0.6	-5	-20	-0.1
FC(F)(F)c1cccc(-c2nc(-c3c[nH]c4ccccc34)[nH]c2-c2ccccc2)c1
    3.0	-3	-12	-0.1
OC1CCN(c2ccnc3c(-c4cc(C(F)(F)F)cc(C(F)(F)F)c4)cnn23)CC1
    0.0	2	18	-0.2
O=C(COC(=O)c1ccc(I)cc1)NC1CCCCC1
    -0.1	8	3	0.0
N#C/C(=N/O)C1=NC2(CCCCC2)Cc2ccccc21
    0.3	-16	19	0.7
CCCCc1nc2cc(NC(=O)NCC)c(C)nc2n1Cc1ccccc1OC
    0.3	-14	1	0.0
COCCNc1c(-c2ccc(F)c(F)c2)nc2cnccn12
    0.2	5	-10	-0.3
COc1ccc(S(=O)(=O)N2CCOCC2)cc1NS(=O)(=O)c1ccc(F)cc1
    -1.0	-7	-5	-0.2
CCn1nnnc1SCC(=O)c1cccc(OC)c1
    -0.7	-7	6	-0.2
Cc1cc(C(=O)N2CCc3ccccc32)c2ccccc2n1
    1.8	-6	-9	-0.1
COc1ccc(N(C(=O)c2ccccc2OC)C2C=CS(=O)(=O)C2)c(OC)c1 (stereo not drawn)
    -0.4	6	6	0.0
CC(C)(C)n1nnnc1C(c1ccccn1)N1CCN(Cc2ccc3c(c2)OCO3)CC1 (stereo not drawn)
    -0.5	-4	-6	-0.1
COc1ccc([N+](=O)[O-])cc1NCC(=O)c1ccc(C)cc1
    1.4	8	18	0.1
Cc1ccc2ncc(C(=O)Nc3ccon3)c(=O)n2c1
    -1.9	-2	14	0.0
Cc1cc(C)c2[nH]c(=O)c(CN(Cc3ccco3)Cc3nnnn3Cc3ccco3)cc2c1
    -0.5	-8	2	-0.1
CCC1CCCCN1S(=O)(=O)c1ccc2oc(C(=O)O)c(C)c2c1 (stereo not drawn)
    0.2	1	-1	0.0
O=[N+]([O-])c1ccc(/C=C/c2nc3ccccc3[nH]2)cc1
    -8.3	74*	-2	-0.2
CC(C)NC(=O)c1cccc(NC(=O)Nc2ccc(-c3cc(N)ncn3)cc2)c1
    1.4	-7	15	0.0
CC(C)OC(=O)c1nnn(-c2nonc2N)c1CN1CCCC1
    0.4	9	-11	-0.1
CCN(CC)S(=O)(=O)c1ccc(N2CCCC2)c(C(=O)O)c1
    1.1	-7	6	-0.1

# Overlap with the part before: two compounds; new compounds follow.
# Value order: GPR151 ag	TEAD-YAP block	MITF inh	FBW7 act
CC(C)OC(=O)c1nnn(-c2nonc2N)c1CN1CCCC1
    0.4	9	-11	-0.1
CCN(CC)S(=O)(=O)c1ccc(N2CCCC2)c(C(=O)O)c1
    1.1	-7	6	-0.1
COc1ccc(O)c(/C=N/NC(=O)CNc2ccccc2OC)c1
    1.6	10	9	-0.1
COc1ccc(CCNC(=O)CCc2cn(C)c3ccccc23)cc1OC
    -0.4	-9	-6	-0.2
O=C(CCSc1nnc2ccccn12)Nc1ccc(F)cc1
    0.1	-3	67*	-0.1
Cc1cccc(N2CCN(C(=O)c3ccc(SCc4cc(F)ccc4F)c([N+](=O)[O-])c3)CC2C)c1 (stereo not drawn)
    1.3	22	12	0.0
c1ccc(CSc2nnc(-c3cccnc3)n2Cc2ccccc2)cc1
    2.0	-7	6	0.0
CC1=C(C(=O)Nc2ccccc2)C(c2cccc([N+](=O)[O-])c2)NC(=O)N1 (stereo not drawn)
    -1.0	7	-11	0.0
CCOC(=O)c1c(NC(=O)C(C)Sc2nnc(CNC(=O)c3cccs3)n2-c2cccc(C)c2)sc2c1CCCC2 (stereo not drawn)
    -0.7	-2	-1	0.0
CC(C)(O)c1ccccc1CC[C@H](SCC1(CC(=O)O)CC1)c1cccc(/C=C/c2ccc3ccc(Cl)cc3n2)c1
    -1.2	x	14	x
O=C(c1ccc(F)cc1)C1CCN(S(=O)(=O)c2ccccc2)CC1
    0.7	-14	-9	0.6
CCOc1ccccc1NC(=O)c1ccc(F)c(S(=O)(=O)N2CCN(c3ccc(OC)cc3)CC2)c1
    0.7	8	-1	0.1
CCOC(=O)C1(C)/C(=N/Nc2ccc(F)cc2)C(=O)C(=O)N1c1ccccc1 (stereo not drawn)
    1.4	7	12	0.0
CC(=O)Nc1ccccc1NC(=O)COc1ccc(Br)cc1
    -0.7	-16	12	0.1
Cc1ccc(S(=O)(=O)NC2=NCN(Cc3ccco3)CN2)cc1
    -0.6	-6	-7	-0.1
COc1cccc(-n2c(C)c(C)n3c4c(=O)n(CCC(C)C)c(=O)n(C)c4nc23)c1
    2.5	1	-10	0.0
CCOc1ccc(NC(=O)CSc2nnc3ncccn23)cc1
    -0.2	27	-18	-0.2
O=C(C1CC12CCN(Cc1ccc(CO)o1)CC2)N1CCN(Cc2ccccc2)CC1 (stereo not drawn)
    -0.4	-4	0	-0.1
COC(=O)c1ccc(-c2cccc3c2OC(CNC(=O)c2noc4c2CCCC4)C3)nc1 (stereo not drawn)
    2.6	-7	-7	-0.3
Cn1c(=O)n(C)c2cc(NS(=O)(=O)c3ccc(F)cc3)ccc21
    1.4	4	-1	0.0
COc1cc(/C=N/NC(=O)c2nc3ccccn3c2C)cc(OC)c1O
    -0.5	-5	19	-0.1
COCCCN1C(=O)C2C(C(=O)Nc3cc(C)cc(C)c3)C3C=CC2(O3)C1C(=O)NC1CCCCC1 (stereo not drawn)
    0.6	7	-3	-0.1
CCOC(=O)C1=C(C)N=c2s/c(=C\c3ccc(F)cc3)c(=O)n2C1c1ccc(OC)c2ccccc12 (stereo not drawn)
    0.4	0	7	0.2
COC(=O)c1ccc(COc2ccc(/C=N/O)cc2OC)o1
    -1.3	-10	11	0.1
O=S(=O)(Nc1ccccc1)c1ccc(Cl)cc1
    0.1	2	20	0.3
CC(=O)NNC(=O)CSc1nnnn1-c1ccc(C)cc1C
    -0.4	14	5	0.0
CC1(C)C(=O)C2(CCCCC2)C(=O)OC1c1ccccc1F (stereo not drawn)
    -0.3	0	10	0.0
COc1cc2nc(Nc3ccccc3)nc(NCCCN3CCCC3=O)c2cc1OC
    -2.3	3	-8	-0.1
O=C(CSc1nc2c(c(=O)n1CCc1ccccc1)SCC2)N1CCCC1
    0.2	6	3	-0.2
O=C(c1nn2c(c1Cl)NC(c1ccccc1)CC2C(F)(F)F)N1CCOCC1 (stereo not drawn)
    1.0	-7	13	0.0
COc1ccccc1NC(=S)N(Cc1cccc(Br)c1)CC1CCC(C(=O)O)CC1 (stereo not drawn)
    -0.5	12	3	-0.2
COc1ccc(C(=O)C2CCN(Cc3nnnn3Cc3ccc(C)cc3)CC2)cc1
    -0.6	-7	-3	-0.1

# A few values from the list:
# Reading of `O=c1oc(-c2ccc(Br)cc2)nc2scc(-c3ccc(-c4ccccc4)cc3)c12` in FBW7 act: 0.0
# Reading of `COCCCN1C(=O)C2C(C(=O)Nc3cc(C)cc(C)c3)C3C=CC2(O3)C1C(=O)NC1CCCCC1` (stereo not drawn) in FBW7 act: -0.1
# Reading of `CCOc1ccc(NC(=O)CSc2nnc3ncccn23)cc1` in FBW7 act: -0.2
# Reading of `OC1CCN(c2ccnc3c(-c4cc(C(F)(F)F)cc(C(F)(F)F)c4)cnn23)CC1` in MITF inh: 18
# Reading of `CC(=O)Nc1ccccc1NC(=O)COc1ccc(Br)cc1` in TEAD-YAP block: -16
# Reading of `COc1ccccc1C(=O)Nc1ccc(N2CCN(C(=O)c3ccccc3)CC2)cc1` in TEAD-YAP block: 2

# A different layout for some results above:
SMILES | GPR151 ag | TEAD-YAP block | MITF inh | FBW7 act
CCOC(=O)C1=C(C)N=c2s/c(=C\c3ccc(F)cc3)c(=O)n2C1c1ccc(OC)c2ccccc12 (stereo not drawn) | 0.4 | 0 | 7 | 0.2
COC(=O)c1ccc(COc2ccc(/C=N/O)cc2OC)o1 | -1.3 | -10 | 11 | 0.1
O=S(=O)(Nc1ccccc1)c1ccc(Cl)cc1 | 0.1 | 2 | 20 | 0.3
CC(=O)NNC(=O)CSc1nnnn1-c1ccc(C)cc1C | -0.4 | 14 | 5 | 0.0
CC1(C)C(=O)C2(CCCCC2)C(=O)OC1c1ccccc1F (stereo not drawn) | -0.3 | 0 | 10 | 0.0

# (further entries)
# Value order: GPR151 ag	TEAD-YAP block	MITF inh	FBW7 act
O=C1c2cc([N+](=O)[O-])ccc2NC2CCCCCN12 (stereo not drawn)
    0.9	-3	11	-0.1
COc1ccc(-n2c(O)c(C=Nc3ccc(Cl)cc3)c(=O)[nH]c2=O)cc1
    0.8	1	2	-0.1
COCCCNC(=O)CCN1N=C(c2ccc(OC)cc2)CCC1=O
    1.2	-3	4	0.0
CCCCOc1ccc(/C=N\Nc2nc(CC(=O)OCC)cs2)cc1
    1.7	7	-5	0.0
CC(=O)N1C(=S)NC(=O)/C1=C\c1ccc(N(C)C)cc1
    -0.5	1	28	0.0
O=C(c1cc2nc(-c3cccs3)cc(C(F)(F)F)n2n1)N1CCOCC1
    0.0	-2	1	0.0
CCSc1nc2sccn2c(=O)c1C(=O)N1CCCCC1
    -0.3	4	17	0.3
CCCCN(C)C(=O)Cn1cc2c(n1)CCC(C)C2 (stereo not drawn)
    -0.8	-2	7	-0.1
Cc1ccc(NC(=O)C2Cc3ccccc3CN2S(=O)(=O)c2cccs2)c(C)c1 (stereo not drawn)
    0.2	0	9	0.2
Cn1c(=O)n(C)c2cc(CN3C(=O)OC(C)(C)C3(C)O)ccc21 (stereo not drawn)
    -0.2	2	9	0.1
CCOc1ccc(/C=C/C(=O)Nc2ccccc2C(N)=O)cc1OC
    -1.2	-14	10	0.2
COc1cc(/C=C2\NC(=S)NC2=O)ccc1OCc1ccccc1
    0.0	-34	5	-0.1
O=C(COC(=O)c1cccc(-n2cnnn2)c1)NCC(=O)Nc1ccc(F)c(F)c1F
    -0.8	2	3	-0.1
Cc1ccccc1OCC(=O)Nc1ccc(Cl)c(-c2nc3ccccc3s2)c1
    6.4*	-3	-7	-0.1
Cc1ccc(-n2sc3ccccc3c2=O)cc1
    -7.0	-23	11	0.0
CC(C)(C)NC(=O)/C(=C/c1ccc(Cl)cc1)NC(=O)c1ccc([N+](=O)[O-])cc1
    1.0	6	19	0.0
OCc1nc(-c2ccccc2)cs1
    -2.5	-11	3	0.2
CC(C)Cc1ccc(C#N)c(SCC(=O)Nc2ccc(C(=O)O)cc2)n1
    2.1	12	5	0.3
Cc1c(S(=O)(=O)N2CCN(c3ccccc3)CC2)c(=O)n(C)c(=O)n1C
    8.2*	8	8	-0.4
Cc1ccc(C(=O)Nc2ccc(Br)cn2)cc1[N+](=O)[O-]
    0.4	-61	-7	0.0
CNC(=O)C(=O)NCC1OCCCN1S(=O)(=O)c1cc(C)ccc1C (stereo not drawn)
    2.8	-5	-10	-0.1
O=c1n(CCN2CCCCC2)nc(-c2cccs2)n1-c1cccnc1
    1.1	4	10	-0.1
CC(C)(O)C#Cc1ccc(C(=O)N2CCC(C(N)=O)(N3CCCCC3)CC2)cc1
    1.4	-6	11	0.1
CCOc1ccc2nc(N3CCCN(CC(O)CO)CC3)nc(C)c2c1 (stereo not drawn)
    0.5	3	8	0.0
OC(c1cccnc1)c1ccc2c(c1)CN(Cc1cccc(F)c1F)CCO2 (stereo not drawn)
    0.0	-1	6	0.2
O=C(NCc1ccc(Cl)cc1)c1cccc(-n2c(=S)[nH]c3ccccc3c2=O)c1
    -0.1	-3	3	-0.1
O=C(Nc1ccccc1-c1ccccc1NC(=O)C(F)(F)F)C(F)(F)F
    -0.3	3	5	-0.1
Ic1ccc2ncnc(Nc3ccccc3)c2c1
    0.6	20	-8	0.0
COCCOC1CCN(C(=O)c2cc(COc3ccc(F)cc3F)on2)CC1
    -1.4	-5	-12	0.0
C=CCNC(=O)/C(=C/c1ccc(OC)cc1)NC(=O)c1ccc([N+](=O)[O-])cc1
    3.4	4	-2	0.1

# (listing goes on)
# Value order: GPR151 ag	TEAD-YAP block	MITF inh	FBW7 act
NC(=O)c1ccc(Nc2nccn3c(-c4cccc(OC(F)(F)F)c4)cnc23)cc1
    -0.6	-10	14	0.8
COc1ccc(C2C(C(C)=O)=C(C)N=c3s/c(=C\c4ccco4)c(=O)n32)c(OC)c1 (stereo not drawn)
    4.4	-2	13	0.0
Cc1ccc(C)c(-n2c(CNc3ccc(F)cc3)nnc2SCC(N)=O)c1
    -1.0	8	17	0.3
Cc1ccc(C2=C/C(=C/c3ccccn3)C(=O)O2)c(C)c1
    5.3*	-44	1	0.0
CCc1nc2sc(C(c3ccccc3Cl)N3CCN(CCO)CC3)c(O)n2n1 (stereo not drawn)
    3.4	4	5	0.0
COc1ccc(-c2ccc(C(=O)N3CCC[C@@H]4CN(C(=O)C(C)C)CC[C@H]43)o2)cc1
    -0.4	-37	4	-0.3
